# KDM5B inh = Primary screen for KDM5B Histone Demethylases FDH-coupled qHTS | Lysine-specific demethylase 5B (Homo sapiens), Q9UGL1 | KDM5B demethylase, FDH-coupled NADH fluorescence (FDH is formaldehyde dehydrogenase) | Potency, µM (top dose mostly 57.7 µM), for inactives: at the highest dose activity change, negative = inhibition, most hits filed as inhibitors | hit rate 2.6% among 220,000 | AID 1347165, 2019; active = well fitted inhibition curve with a large enough effect; inconclusive = small, poorly fitted or top-dose-only effect; inactive = no such curve, though single readings can be large or run the other way; note: 0% is about no effect; nearly all actives have a fitted effect of over 70% in size
# Target sequence (Q9UGL1 whole entry, looked up): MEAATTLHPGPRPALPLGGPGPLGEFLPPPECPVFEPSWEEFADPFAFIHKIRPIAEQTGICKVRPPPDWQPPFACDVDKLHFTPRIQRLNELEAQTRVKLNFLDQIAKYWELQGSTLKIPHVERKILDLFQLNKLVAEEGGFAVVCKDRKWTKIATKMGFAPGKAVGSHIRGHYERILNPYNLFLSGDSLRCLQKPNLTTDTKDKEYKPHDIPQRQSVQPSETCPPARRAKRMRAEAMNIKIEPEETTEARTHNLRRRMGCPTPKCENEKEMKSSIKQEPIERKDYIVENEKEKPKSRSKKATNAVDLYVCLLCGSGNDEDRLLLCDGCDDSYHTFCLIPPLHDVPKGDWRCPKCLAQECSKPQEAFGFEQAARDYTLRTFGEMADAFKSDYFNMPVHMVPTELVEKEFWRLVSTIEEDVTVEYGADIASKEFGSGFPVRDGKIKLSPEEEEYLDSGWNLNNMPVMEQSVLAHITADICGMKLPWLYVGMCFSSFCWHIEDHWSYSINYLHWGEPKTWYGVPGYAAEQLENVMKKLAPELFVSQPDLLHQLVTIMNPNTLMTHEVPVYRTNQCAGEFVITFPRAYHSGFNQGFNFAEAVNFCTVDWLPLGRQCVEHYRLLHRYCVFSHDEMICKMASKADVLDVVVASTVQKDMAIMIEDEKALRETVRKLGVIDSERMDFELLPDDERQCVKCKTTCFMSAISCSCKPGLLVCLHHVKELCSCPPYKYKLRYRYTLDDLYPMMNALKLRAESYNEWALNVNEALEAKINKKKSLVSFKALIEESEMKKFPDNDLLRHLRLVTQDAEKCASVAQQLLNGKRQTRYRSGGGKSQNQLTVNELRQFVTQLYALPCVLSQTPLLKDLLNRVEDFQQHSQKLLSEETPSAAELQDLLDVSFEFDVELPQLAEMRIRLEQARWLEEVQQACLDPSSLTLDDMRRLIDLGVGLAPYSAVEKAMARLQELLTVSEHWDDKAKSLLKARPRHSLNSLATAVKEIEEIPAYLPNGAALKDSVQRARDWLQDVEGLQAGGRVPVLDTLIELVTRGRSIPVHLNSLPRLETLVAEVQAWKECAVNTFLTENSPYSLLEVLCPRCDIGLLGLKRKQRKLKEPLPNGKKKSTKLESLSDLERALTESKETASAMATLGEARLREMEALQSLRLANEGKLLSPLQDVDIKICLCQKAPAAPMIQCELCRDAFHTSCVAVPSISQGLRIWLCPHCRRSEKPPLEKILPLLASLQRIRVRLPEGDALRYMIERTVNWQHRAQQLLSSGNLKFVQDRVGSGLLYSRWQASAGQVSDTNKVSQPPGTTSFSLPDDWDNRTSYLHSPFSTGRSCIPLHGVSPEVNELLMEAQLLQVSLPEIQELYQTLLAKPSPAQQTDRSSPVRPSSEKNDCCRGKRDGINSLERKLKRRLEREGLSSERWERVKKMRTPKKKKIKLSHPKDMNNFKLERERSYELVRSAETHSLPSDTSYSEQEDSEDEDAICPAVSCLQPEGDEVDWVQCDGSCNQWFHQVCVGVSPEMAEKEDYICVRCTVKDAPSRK
#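 Inhibition is measured as reduced NADH fluorescence generation from FDH coupling to formaldehyde release. Truncated KDM5BΔAP at 200 nM final acts on H3K4me3 peptide (12.5 µM in substrate mix) in pH 7.5 HEPES buffer with Tween-20, 30 min, room temperature.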
# Starred values were filed as active, the others as inactive; i = inactive; ? = inconclusive; & = joins results of further samples; [ ] = another dose, or the depositor's remark. Potency is the fitted concentration of half-maximal effect. Not all compounds are listed. The share of hits here may be higher or lower than overall.
SMILES	KDM5B inh
Cc1cnc(C(=O)N2C[C@@H](Oc3cccnc3)C[C@H]2C(=O)N2CCOCC2)cn1	2%
CCOc1ccc2cc(-c3nnc(Nc4ccc(C)cc4)s3)c(=O)oc2c1	-18%
COc1cccc(CC(=O)N2CCC3(CC2)N=C(c2ccccc2)NO3)c1	-4%
Cc1nc2sc3c(c2c(=O)[nH]1)CCCC3	25%
CN(C)c1cccc(C(=O)NC2CCN(c3cc(-c4cccs4)[nH]n3)C2)c1 (stereo not given)	?
Cc1ccccc1OCc1nc2c3cnn(-c4ccccc4Br)c3ncn2n1	?
COc1ccc(NC(=O)CN2C(=O)CCn3nc(-c4cccn4C)cc32)cc1	-24%
CC1=C(C(=O)Nc2ccc(Cl)cc2)C(c2ccncc2)n2ncc(C(=O)Nc3ccccc3)c2N1 (stereo not given)	-8%
Cn1ncc(CN2CCc3[nH]cnc3C2c2cccc(C#N)c2)c1C1CC1 (stereo not given)	5%
O=C(Nc1ccc2c(c1)OCCO2)N1CCC(c2nc(C3CCOCC3)no2)CC1	-4%
Cc1ccccc1CC(=O)N[C@@H]1CN(c2ccncn2)C[C@H]1CO	24%
COCc1nc(-c2ccc(OC3CN(C(=O)c4cccc(OC)c4)C3)cc2)no1	-26%
Cc1ccc(C(=O)/C=C/c2ccc(/C=C/C(=O)c3ccc(C)cc3)o2)cc1	?
CCCc1nnc2sc(-c3ccc4c(c3)OCCO4)nn12	109%[activator]
Cn1c(=O)n(CC(=O)NCc2nnc3n2CCCCC3)c2ccccc21	11%
C=CCc1c(C)[nH]c2c(OC)cccc2c1=S	?
Fc1ccc(CNCCCn2ccnc2)cc1	-3%
O=c1oc2ccccc2c(NCc2ccccc2)c1NS(=O)(=O)c1cccc(F)c1	-9%
Cc1ccc(S(=O)(=O)N2CCC(C(=O)OC(C)C(=O)N3CCCC3)CC2)cc1 (stereo not given)	0%
Cc1ccc(S(=O)(=O)N(C)C)cc1NC(=O)COc1ccc2cc(Br)ccc2c1	-3%
CCCCN(C(=O)CC1CCCC1)c1c(N)n(CCCC)c(=O)[nH]c1=O	29%
COc1ccc(S(=O)(=O)NCc2ccco2)cc1C(C)(C)C	9%
CC(C)CCNC(=O)c1ccc2nc(Cc3ccccc3)oc2c1	13%
COc1ccc(-c2cn3cc(C(=O)N4CC[C@H](O)C4)nc3c(=O)n2CC2CC2)cc1	-31%
CC(NC(=O)c1ccc(C(C)(C)C)cc1)C(=O)N1CCC2(CC1)NCCc1[nH]cnc12 (stereo not given)	-15%
COC[C@@H]1CN(Cc2ccncc2F)C[C@H]1C(=O)NC1CC1	-28%
C[C@@]1(O)CCN(C2CCN(c3ccc(F)cc3)CC2)C[C@@H]1O	?
O=C(OC/C=C/c1ccccc1)c1cc2ccccc2[nH]1	?
Cc1nc(CCNS(=O)(=O)c2cccnc2)no1	-10%
NC(=O)[C@@H]1CCCN1CC[C@H]1CN(C(=O)c2ccnc(Cl)c2)CC[C@H]1CC(=O)O	-23%[86.2 µM]

# Structures from the list above that contain a halogen (eight):
SMILES	KDM5B inh
Cc1ccccc1OCc1nc2c3cnn(-c4ccccc4Br)c3ncn2n1	?
CC1=C(C(=O)Nc2ccc(Cl)cc2)C(c2ccncc2)n2ncc(C(=O)Nc3ccccc3)c2N1 (stereo not given)	-8%
Fc1ccc(CNCCCn2ccnc2)cc1	-3%
O=c1oc2ccccc2c(NCc2ccccc2)c1NS(=O)(=O)c1cccc(F)c1	-9%
Cc1ccc(S(=O)(=O)N(C)C)cc1NC(=O)COc1ccc2cc(Br)ccc2c1	-3%
COC[C@@H]1CN(Cc2ccncc2F)C[C@H]1C(=O)NC1CC1	-28%
C[C@@]1(O)CCN(C2CCN(c3ccc(F)cc3)CC2)C[C@@H]1O	?
NC(=O)[C@@H]1CCCN1CC[C@H]1CN(C(=O)c2ccnc(Cl)c2)CC[C@H]1CC(=O)O	-23%[86.2 µM]

# Next part:
SMILES	KDM5B inh
CCN(CC)CCNc1nc(C)c2c(c1C#N)CCCC2	-11%
Cc1ccccc1-c1nnn(Cc2ccc(F)cc2Cl)n1	41%
Cc1cc(C)cc(NC(=O)C2CCN(C(=O)c3ncn4c3COC(c3ccccc3)C4)CC2)c1 (stereo not given)	26%
CCc1nc(-c2c3n(c(=O)n(Cc4ccccc4C)c2=O)CCCCC3)no1	6%
COc1ccc(Br)cc1CN(C)C(C)c1nnc(-c2ccc(C)cc2)o1 (stereo not given)	1%
CN1CC(=O)N(C2CCCNCC2)Cc2c(NCc3cccs3)ncnc21 (stereo not given)	?
CCN(C(=O)COC(=O)c1ncc(Cl)c(Cl)c1Cl)c1c(N)n(Cc2ccccc2)c(=O)[nH]c1=O	23%
Cc1ccc(-c2nc(C(=O)NC(C)c3ccccc3)no2)cc1 (stereo not given)	12%
O=C(Nc1ccccc1)c1cnc2n1CCN(CC1CCCC1)CC2	-8%[86.2 µM]
COCCn1ncc(N2CCC(C(=O)NCc3ccc(C)o3)C2)cc1=O (stereo not given)	-23%
Cn1cnc(C(=O)N2CCCCCCNC(=O)[C@@H]3CCCC[C@@H]32)c1	9%
CCc1c(C)c(C#N)c2nc3ccccc3n2c1NCCOC	?
CCC(NC(=O)c1ccc(C)c(NC(=O)C2CC2)c1)c1ncnn1CC (stereo not given)	14%
Clc1cccc(Cn2ncc3ccccc32)c1	24%
O=C(OCc1ccccc1)c1ccccc1C(=O)c1ccccc1	10%
COc1cccc(-c2cccc(CCOc3cnc4c(ccn4CC(=O)O)c3)c2)c1	32µM*
Cn1c(C(=O)N2CCC3(CCNC(=O)CC3)CC2)cc2c(Cl)cccc21	?
O=C(c1ccc2ccccc2c1)N(Cc1cccs1)C1CC1	18%
CC(=O)c1cc(Br)ccc1OCc1ccc(Cl)c(Cl)c1	-14%
COc1ccc2cc(C(=O)Nc3ccc(Nc4ccccc4)cc3)[nH]c2c1	?
CCCCN1CCN(c2nc3c(c(=O)[nH]c(=O)n3C)n2Cc2ccccc2)CC1	14%
Cc1cc2c(-c3ccc(CO)cc3)nc(-c3c(C)noc3C)cc2[nH]1	i
Cc1sc2ccn(CC(C)C)c(=O)c2c1C(=O)N1CCCCC1	-3%
COc1ccc(OCc2ccc(-c3nc(C#N)c(N4CCN(c5ccccc5)CC4)o3)o2)cc1	-1%
COC(=O)CCNC(=O)c1cc(C2CC2)nc2ccccc12	?
CC1CCN(c2ccc(-c3cccc(NC(=O)NC(C)C)c3)nn2)CC1	16%
COc1ccc(-c2ccc(=O)n(CC(=O)N3CCc4ccccc4C3)n2)cc1OC	-2%
Cc1nc(N2CCCCC2)n(CC(=O)Nc2ccc(Br)cc2)c(=O)c1C	13%
COc1ccc(CNC(=O)c2nc(S(=O)(=O)Cc3ccccc3)ncc2Cl)cc1	?
CCC(C)NC(=O)c1sccc1-c1ccccc1 (stereo not given)	-1%
Cc1ccc(/C=N/O)o1	11%
O=c1c(/C=N/O)coc2ccc(Cl)cc12	7%
CC(=O)N1CCC2(CC1)CN(C(=O)N(C)C)Cc1ccccc1O2	22%[149 µM]
O=C(OCc1ccc([N+](=O)[O-])cc1)C1(c2ccccc2)CC1	11%
CCOc1ccc(-c2nc(C3CC(=O)N(c4ccc(F)cc4)C3)no2)cc1 (stereo not given)	?
O=C(Cc1ccc(Cl)c(Cl)c1)NCc1ccccn1	9%
C/C(=C/C(=O)NS(=O)(=O)C(C)C)c1ccc(F)cc1	18%
COc1ccc(OC)c(NC(=O)CC2CCCN(c3cnn(C)c(=O)c3)C2)c1 (stereo not given)	8%
O=C(NCCc1cnc[nH]1)[C@@H]1C[C@H]2C(=O)NCCCCCCN(S(=O)(=O)c3ccccc3)[C@H]2C1	-11%
COC(=O)CCC(=O)N1CCOC(Cc2cccc(C(F)(F)F)c2)C1 (stereo not given)	46%[activator]
CC1(C)CC(=O)C=C(Nc2cccc(C(F)(F)F)c2)C1	28%
Cc1ccccc1N(C)C1CN(Cc2ccc(C#N)cc2)C1	-7%[86.2 µM]
Cc1ccccc1CNC(=O)c1ccc2c(c1)CCCC2	19%
CC(C)CN1C(=O)c2cccn2CC1CNC(=O)CCc1nc2ccccc2s1 (stereo not given)	-23%
N#Cc1ccccc1CN1CCNc2nc(CN3CCOCC3)n(Cc3ccccc3)c2C1=O	-1%
COCCc1noc(-c2ccc(NC(C)c3ncccc3C)nc2)n1 (stereo not given)	28µM*
Cc1ccc(NC(=O)Cn2nnc3sc(-c4ccccc4)cc3c2=O)cc1Cl	-10%
CCN(Cc1ccccc1)C(=O)CN1C(=O)NC2(CC(C)CC(C)(C)C2)C1=O (stereo not given)	22%
CC(C)(C)c1ccc(-c2nc(NC(=O)CSc3ncnc4sc5c(c34)CCCC5)ns2)cc1	-16%
COc1ncccc1-c1nccc2c(=O)cc(-c3cccnc3)oc12	35µM*
O=C(COc1ccccc1Cl)Nc1ccc2oc(-c3ccccc3F)nc2c1	6%&-13%
OC1(C#CCN2CCCC2)c2ccccc2-c2ccccc21	-17%
COc1ccc(Cl)c(Cn2c(NCC3CCCO3)nc3c2c(=O)n(C)c(=O)n3C)c1 (stereo not given)	5%
CC(OC(=O)CN1C(=O)C2C3C=CC(C4CC34)C2C1=O)C(=O)c1ccccc1 (stereo not given)	10%
O=C(c1ccc2c(c1)OCO2)N1CCC(N2CCNC2=O)CC1	19%[149 µM]
CCOc1ccc(-c2noc(-c3ncn4c3COC(c3ccc(F)cc3)C4)n2)cc1 (stereo not given)	-12%
COc1cccc(/C=C(/CCC(=O)O)c2nc3ccccc3s2)c1	-30%
Cc1cc(NS(=O)(=O)c2ccc(NC(=O)c3oc4ccc(F)cc4c3C)cc2)nc(C)n1	15%
Cc1ccc(NC(=O)Cn2nc(C(=O)O)c3ccccc3c2=O)c(Cl)c1	1%
Cc1ccc(CC(=O)N2CCN(c3nnc4ccc(C(F)(F)F)cn34)CC2)cc1	-23%

# Records listed so far that bear a hit mark in KDM5B inh:
SMILES	KDM5B inh
COc1cccc(-c2cccc(CCOc3cnc4c(ccn4CC(=O)O)c3)c2)c1	32µM*
COCCc1noc(-c2ccc(NC(C)c3ncccc3C)nc2)n1 (stereo not given)	28µM*
COc1ncccc1-c1nccc2c(=O)cc(-c3cccnc3)oc12	35µM*

# Carrying on:
Structure,KDM5B inh
COc1ccc(/C=C/C(=O)Nc2ccc(S(=O)(=O)N3CCOCC3)cc2)c(OC)c1,?
Cc1ccc(C(=O)N2CCC(CCC(=O)O)CC2)cc1,-15%
CC(C)CC(=O)NC1CCCc2c1[nH]c1ccc(Cl)cc21 (stereo not given),4%
CCOc1ccc(-c2cc(C(=O)N/N=C/c3cccnc3)c3ccccc3n2)cc1,?
CCn1cc(C(=O)N2CCN(c3cccc(Cl)c3)CC2)c2cc(OC)c(OC)cc2c1=O,8%
O=C1OC[C@@H]2CCN(Cc3ccncc3)Cc3ccc(F)cc3N12,?
CC(=O)N1CCN(CC[C@H]2CN(C(=O)c3ccnc(Cl)c3)CC[C@H]2CC(=O)O)CC1,-1%
COc1cccc(CNc2nc3c(-c4ccccc4)nnn3c3ccccc23)c1,?
Cc1ccc(O[C@H]2COCC[C@H]2NC(=O)c2ccc(-c3ccn[nH]3)cc2)cn1,23%
COc1ccc2c(C)c(CCC(=O)NCc3ccc(C)cc3)c(=O)oc2c1,?
O=C(Nc1ccccc1F)N1CC2CCC(C1)N2Cc1ccccc1,15%[115 µM]
COC(=O)c1ccc(CSc2nnc3ccc4ccccc4n23)cc1,3%
CCOc1cccc2cc(-c3nc(-c4ccc(Cl)cc4)c(C)s3)c(=O)oc12,-2%
CCCc1nc2n(n1)C1(CCCCC1)[C@@H]1CCCC[C@@H]1N2C(=O)CC,21%
O=C(CN1CCCc2nc(C3CC3)ncc2C1=O)NCc1ccco1,-25%
CC(C(=O)Nc1ccccc1)n1nc(-c2ccccc2)c2c(c1=O)CCCC2 (stereo not given),10%
O=C(Cn1cnc2c(nnn2Cc2ccc(F)cc2)c1=O)N1CCCCCC1,17%
CNc1ccc(Br)cc1C,1%
CC(C)c1nccn1Cc1cc(C(=O)N(C)Cc2ccccc2Cl)n[nH]1,14%
CC(C)(C)c1ccc(C(=O)NCCc2csc3nc(-c4ccccc4F)nn23)cc1,-16%
CCOC(=O)C1(C)C=C(Nc2ccc(OC)cc2)C(=O)N1c1ccccc1 (stereo not given),-22%
COC[C@H]1CCCN1C(=O)CC[C@H]1CNC(=O)[C@@H]2[C@@H](CCN2Cc2ccc(C)cc2)N1C,-29%
O=C(C1CCCCC1)N1CCC(N2CC3CC(C2)[C@H]2CCCC(=O)N2C3)CC1 (stereo not given in full),?
CCC(C(=O)OCc1cc(=O)n2nc(C)sc2n1)c1ccccc1 (stereo not given),?
CCOc1ccc(/C=C2\SC(=S)N(CCC(=O)Nc3cccc(C(=O)O)c3)C2=O)cc1,-2%
c1ccc(-c2nnc3n2CCN(CC2CCCCC2)C3)cc1,8%[86.2 µM]
Nc1nc(SCC(=O)c2c(N)n(Cc3ccccc3)c(=O)[nH]c2=O)n[nH]1,6%
CCCNC(=O)C1N(C(C)C)C(=O)C12CCCC2 (stereo not given),23%
Cc1cc(CNC(=O)[C@@H]2CCC[C@@H](NC(=O)c3cccnc3)CN(C)C(=O)C2)no1,6%[86.2 µM]
CC1CNC(Cc2ccccc2)CN1C(=O)OC(C)(C)C (stereo not given),10%[149 µM]
CCNC(=O)CN1CCN(Cc2coc(-c3ccccc3)n2)CC1,-8%
CCCCCn1nc(C(=O)Nc2cccc(C#N)c2)c2ccccc2c1=O,-1%
CN(C)c1nc(N)nc(CNC(=O)c2csc(Cc3ccccc3)n2)n1,0%
Nc1ccc(Oc2ccccc2-c2ccccc2)cc1,-8%
COc1ccc(CC(=O)Nc2ccc(-c3nc4ccccc4s3)c(C)c2)cc1,?

# Assay outcomes: PubChem BioAssay, National Center for Advancing Translational Sciences (NCATS)
